Screening results: PubChem, several laboratories
iPSC survival up: hiPSC single-cell survival enhancement; ATPlite luminescence; 100% = ROCK inhibitor wells, 0% = DMSO; survival enhancement, % at 20 µM; 360,000 tested, 0.044% active; in the data active = survival enhancement above about 18%;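 note: cells exposed to compounds for 16 hours before the ATP read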
CaV13 FRET inh: Disruptors of the CACNA1D IQ motif to Ca2+-dependent inactivation inhibitor domain association, primary screening, Förster resonance energy transfer in intact living … | HEK cells, CFP/YFP FRET ICDI-IQ, plate reader, 10 min; percent FRET-ratio fall versus neutral wells | inhibition, % at 12.3 µM | 340,000 tested, 0.098% active | AID 743397;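 active = mean replicate inhibition of at least 30% and at least 1% of replicates passing that level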;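 note: 0% = median of the neutral control wells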
PDI inh: inhibitors of human protein disulfide isomerase; P07237; PDI insulin aggregation turbidity, A650, 90 min; inhibition, % at 10 µM; 350,000 tested, 0.052% active;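 active = mean inhibition across replicates of 30% or more, whatever share of single replicates reach that level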;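 note: absorbance from insulin aggregation driven by PDI reduction with DTT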
Target sequence (P07237 whole entry, looked up): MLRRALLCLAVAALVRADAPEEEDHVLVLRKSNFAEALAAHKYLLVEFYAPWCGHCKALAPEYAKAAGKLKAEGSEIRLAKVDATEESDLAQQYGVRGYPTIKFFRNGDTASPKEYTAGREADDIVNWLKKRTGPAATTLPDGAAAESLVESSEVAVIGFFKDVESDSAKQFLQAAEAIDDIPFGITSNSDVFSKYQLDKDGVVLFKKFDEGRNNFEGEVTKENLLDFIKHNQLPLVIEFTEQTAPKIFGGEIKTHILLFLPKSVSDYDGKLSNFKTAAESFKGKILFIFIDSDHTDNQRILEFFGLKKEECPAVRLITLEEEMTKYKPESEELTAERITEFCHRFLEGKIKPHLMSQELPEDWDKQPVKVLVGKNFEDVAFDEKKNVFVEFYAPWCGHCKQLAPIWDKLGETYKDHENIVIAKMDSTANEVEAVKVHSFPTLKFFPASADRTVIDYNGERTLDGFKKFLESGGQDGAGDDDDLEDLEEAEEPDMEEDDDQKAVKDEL
HTR2A ag: activates the mouse 5-HT2A serotonin receptor; CHO-K1 mHTR2A beta-arrestin complementation, luminescence; percent of 30 µM serotonin response; 360,000 tested, 0.66% active; activation, % at 7.6 µM; P35363; AID 624169;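 active = activation above a run cutoff, the mean activation of all tested compounds plus 3 SD, cut at about 14% in these data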;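 note: 0% = plate median of compound wells and 100% = 30 µM serotonin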
Target sequence (P35363 whole entry, looked up): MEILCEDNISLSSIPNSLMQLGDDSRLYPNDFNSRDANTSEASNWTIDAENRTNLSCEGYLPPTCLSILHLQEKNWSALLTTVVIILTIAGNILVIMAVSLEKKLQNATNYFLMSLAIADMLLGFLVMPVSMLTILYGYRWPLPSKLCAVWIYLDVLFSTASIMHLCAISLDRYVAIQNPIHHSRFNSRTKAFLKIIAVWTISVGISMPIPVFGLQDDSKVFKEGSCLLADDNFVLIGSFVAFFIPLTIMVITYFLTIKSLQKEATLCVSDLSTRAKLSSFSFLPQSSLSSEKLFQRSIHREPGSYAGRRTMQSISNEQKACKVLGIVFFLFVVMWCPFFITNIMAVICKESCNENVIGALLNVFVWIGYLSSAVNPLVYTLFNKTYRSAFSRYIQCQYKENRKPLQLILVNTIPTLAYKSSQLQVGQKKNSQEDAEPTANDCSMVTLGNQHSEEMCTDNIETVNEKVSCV
ABCB6 inh MLPCN: inhibitors of human ABC transporter ABCB6. K562-ABCB6 porphyrin accumulation, flow cytometry, 1 h; stronger effect = lower value. AID 602162. fluorescence ratio to DMSO, % at 10 µM. 360,000 tested, 0.19% active;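 active = fluorescence ratio to DMSO below 75%, the collection mean minus 3 SD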;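 note: signal is porphyrin accumulated inside mitochondria; 100% equals median channel fluorescence of DMSO control wells; lower ratio means ABCB6 inhibition with less porphyrin fluorescence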
Vif inh: inhibitors of HIV Vif; HEK293T cells, Vif self-association by quenched fluorescence, imaging, 24 h; inhibition, % at 7.49 µM; 340,000 tested, 0.35% active; AID 602346; in the data active = inhibition above about 50%, passing the limit was not always enough; note: some results filed as inactive read as strong as hits
Cardio protect: protects H9c2 cardiomyocytes from peroxide injury; protection from H2O2 cell death, % at 20 µM; H2O2 injury protection, ATPLite, 2 h; AID 588492; 360,000 tested, 0.63% active;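 active = compounds giving at least 50% protection of heart cells from peroxide-induced death in the single-dose screen, raw or plate-pattern-corrected value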;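 note: 0% = DMSO wells with peroxide and 100% = DMSO wells without peroxide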
N-glyco inh: blocks N-linked glycosylation in D54 reporter cells; D54 ERlucT glycosylation luciferase reporter, 24 h; percent of 100 nM tunicamycin response; reporter increase, % at 12.5 µM; 360,000 tested, 0.23% active; AID 588692;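 active = mean luciferase reporter signal, scaled so untreated is 0 and the glycosylation-blocking control 100, at or above a set limit in every replicate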;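 note: luciferase carries N-glycosylation sites so blocking glycosylation raises the light; 0% = median of neutral control wells and 100% = median of 100 nM tunicamycin wells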
Granule exo inh: blocks lytic granule exocytosis. TALL-104 LAMP-1 surface exposure, flow cytometry; cells stimulated with thapsigargin and PMA. AID 651702. inhibition, % at 10 µM. 360,000 tested, 0.66% active;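 active = inhibition above about 55%, limit read from the data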
aDG glyco act: increases alpha dystroglycan glycosylation; Pro5-aDG cells, alpha-DG glycosylation AlphaScreen (IIH6); 0% Pro5, 100% B10-LARGE cell signal; activation, % at 10 µM; 360,000 tested, 0.22% active; AID 624168;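 active = activation of at least 8% versus controls, or a plate z-score of at least 8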;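 note: Pro5 are CHO cells carrying HIG-tagged alpha-DG that lacks glycosylation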
Active calls of the source: *; . = not tested or not shown.

SMILES | iPSC survival up | CaV13 FRET inh | PDI inh | HTR2A ag | ABCB6 inh MLPCN | Vif inh | Cardio protect | N-glyco inh | Granule exo inh | aDG glyco act
Cc1ccc(S(=O)(=O)N2CCN(C(C)C(=O)N3CCCc4ccccc43)CC2)cc1 (configuration not stated) | -1.4 | -4.9 | -0.1 | -2.4 | 96.0 | -6.0 | -2.0 | 1.9 | -3.9 | -0.2
C/C(=N\NC(=O)c1c(Cl)cnn1C)c1ccc(NC(=O)c2ccncc2)cc1 | 0.3 | -8.4 | 8.2 | -0.2 | 95.0 | -8.6 | 6.9 | 0.3 | 6.3 | 0.3
c1csc(C2C3=C(Nc4ncnn42)c2ccccc2OC3)c1 (configuration not stated) | -4.5 | -4.6 | -7.4 | -4.1 | 108.0 | . | 5.3 | 2.8 | -0.2 | 0.1
Nc1ccc(C(=O)C(=O)c2ccc(N)cc2)cc1 | -0.1 | -3.0 | -0.5 | 0.2 | 97.0 | 11.9 | 12.7 | -0.1 | -10.4 | -0.1
CCC(CO)Oc1cc(NC(=O)c2cccc(OC)c2)c2ncn(C(C)C)c2c1 (configuration not stated) | -3.4 | -2.3 | 4.6 | -1.6 | 93.0 | -4.7 | 4.2 | 3.2 | -0.9 | 0.0
CCc1cc(=O)oc2c(CN3CCN(C)CC3)c(O)ccc12 | -0.1 | -4.3 | 1.2 | 0.3 | 103.0 | . | 2.8 | 0.9 | 6.5 | 0.2
Nc1ccc(CCc2nc3ccccc3o2)cc1 | -3.4 | -13.2 | -3.5 | -2.2 | 104.0 | 0.3 | -8.0 | -7.5 | -1.0 | 0.0
c1ccc(Cn2nnc3c(N4CCCC4)ncnc32)cc1 | -0.6 | -8.8 | 1.3 | 0.2 | 101.0 | -6.4 | 3.3 | -1.6 | -1.9 | -0.1
O=C(Nc1cccc(S(=O)(=O)Nc2ccccc2F)c1)c1ccco1 | -0.7 | -5.5 | -3.1 | 1.2 | 99.0 | 21.2 | 3.7 | 0.4 | -9.8 | -0.1
O=C(NCc1ccc(Cl)cc1)C(=O)Nc1nccs1 | -1.5 | -3.6 | 5.3 | -0.1 | 100.0 | -0.8 | 9.7 | 0.1 | -3.9 | 0.6
N#CC1=C(N)Oc2n[nH]c(-c3cccs3)c2C1c1cccs1 (configuration not stated) | 4.6 | . | 5.8 | 2.2 | 91.0 | 10.7 | 7.7 | 1.0 | 5.5 | -0.3
CCC1Sc2ccc(S(=O)(=O)Nc3ccc(OC)c(OC)c3)cc2NC1=O (configuration not stated) | 0.3 | -3.1 | -1.9 | 11.9 | 101.0 | -2.8 | -14.3 | 0.6 | 6.3 | 1.4

A different layout for part of the listing above:
SMILES	iPSC survival up	CaV13 FRET inh	PDI inh	HTR2A ag	ABCB6 inh MLPCN	Vif inh	Cardio protect	N-glyco inh	Granule exo inh	aDG glyco act
Nc1ccc(CCc2nc3ccccc3o2)cc1	-3.4	-13.2	-3.5	-2.2	104.0	0.3	-8.0	-7.5	-1.0	0.0
CCc1cc(=O)oc2c(CN3CCN(C)CC3)c(O)ccc12	-0.1	-4.3	1.2	0.3	103.0	.	2.8	0.9	6.5	0.2

The results go on:
SMILES | iPSC survival up | CaV13 FRET inh | PDI inh | HTR2A ag | ABCB6 inh MLPCN | Vif inh | Cardio protect | N-glyco inh | Granule exo inh | aDG glyco act
Cc1onc(-c2ccccc2Cl)c1NC(=O)NCc1cccs1 | -0.4 | -1.7 | 10.3 | 2.6 | 94.0 | -0.1 | -2.5 | -0.4 | -1.1 | 0.0
O=C(COc1ccccc1)Nc1nc(-c2ccc(S(=O)(=O)N3CCOCC3)cc2)cs1 | -2.0 | . | -1.8 | 3.0 | 92.0 | 2.6 | 0.3 | -2.5 | 0.3 | 0.1
Cc1cc(C)c(C#N)c(SCC(=O)Nc2nnc(-c3ccccc3)s2)n1 | 0.0 | . | 4.4 | -0.4 | 97.0 | 1.6 | -2.3 | 1.2 | -1.0 | 0.0
Cc1ccc(S(=O)(=O)N2CCN(C(=O)COC(=O)CSc3cc(C)ccc3C)CC2)c(C)c1 | -0.1 | -6.1 | -7.2 | 7.2 | 89.0 | 1.3 | -0.8 | 0.1 | 4.6 | -0.1
CC(C)=CCC/C(C)=C/CNC(=O)C[C@H]1C[C@H](C(=O)N2CCCCC2)[C@@]2(CCc3ccccc3)c3[nH]c4ccc(Cl)cc4c3CCN2C1=O | 1.1 | -6.8 | -4.5 | -5.2 | 107.0 | -15.4 | 11.2 | 0.3 | 0.2 | 0.0
COc1ccccc1CNC(=O)CCS(=O)(=O)c1cccc2nonc12 | -1.5 | -4.9 | 8.4 | 0.0 | 94.0 | . | 18.9 | 1.8 | 1.1 | -0.2
CCOC(=O)N1CCC(C(N)=O)CC1 | 0.3 | -5.6 | 18.4 | -1.5 | 90.0 | . | 4.0 | -0.2 | 2.5 | -0.2
CC1(C)CC2(CCCN(CC(O)(c3ccccc3)c3ccccc3)C2)CCO1 (configuration not stated) | -0.6 | -2.3 | 1.6 | -1.4 | 93.0 | 0.4 | -6.3 | -5.4 | 14.8 | 0.0
CN1CCN(c2nc3cc(C(F)(F)F)ccc3n3cccc23)CC1 | 3.9 | -5.6 | 5.1 | -3.7 | 95.0 | -1.4 | 19.6 | -0.9 | 5.5 | 0.2
COc1ccccc1CNC(=O)/C=C/c1cc2c(cc1Br)OCO2 | 4.3 | -5.2 | -1.7 | -5.3 | 93.0 | . | -9.2 | -0.9 | -4.3 | 0.4
Cc1ccc(CN2CCN(Cc3ccc(OCCO)cc3)CC2CCO)o1 (configuration not stated) | -0.2 | -2.1 | -0.7 | 4.2 | 98.0 | 10.2 | 8.3 | 0.8 | 2.4 | -0.1
CC(C)(C)c1csc(SCC(=O)Nc2ccc(Cl)cn2)n1 | -0.3 | -5.5 | -4.1 | -2.3 | 89.0 | -6.7 | -10.6 | -8.2 | -0.9 | -0.3
Cc1nnc(NCc2ccco2)c2ccccc12 | -2.0 | . | -5.2 | 8.3 | 103.0 | -21.8 | -3.0 | 1.8 | -0.3 | 0.1
CC(=O)c1ccc(NS(=O)(=O)c2cccc3cccnc23)cc1 | -1.8 | -7.4 | -3.7 | 2.5 | 98.0 | . | -15.5 | 2.3 | 8.8 | -0.2
COc1ccc(CCNC(=O)CN(C)S(=O)(=O)c2ccc(OC)cc2)cc1 | 0.7 | -5.1 | 11.2 | 1.2 | 98.0 | 1.8 | 15.2 | -1.3 | -10.4 | -0.1
CC(Cc1n[nH]c(=S)n1N)c1ccccc1 (configuration not stated) | -0.5 | -21.0 | -10.6 | 0.7 | 101.0 | -8.9 | 2.1 | -1.0 | -1.4 | 0.0
CCC(C)NC(=S)Nc1ccc2nc(N3CCN(CC)CC3)cc(C)c2c1 (configuration not stated) | 0.0 | -13.1 | -11.6 | -7.6 | 98.0 | 0.8 | 2.5 | 5.3 | -3.0 | 0.4
CCOC(=O)Cc1cnc(NC(=O)c2ccccc2)s1 | -1.3 | -8.6 | 1.8 | -2.8 | 95.0 | -1.5 | -4.4 | -0.2 | 3.2 | 0.5
CC1CCCN(C(=O)c2ccc3c(=O)n(C4CCCC4)c(=S)[nH]c3c2)C1 (configuration not stated) | 1.5 | -6.4 | 0.8 | 1.6 | 96.0 | -3.8 | -13.2 | -2.6 | -13.1 | 2.5
CCn1nc(C)c(CN2CCC(Oc3ccc(C(=O)N4CCCC4)cc3)CC2)c1C | -0.5 | -5.4 | -3.6 | 5.9 | 96.0 | -8.0 | -2.7 | -3.8 | -7.1 | -0.1
O=C(O)CC(C(=O)O)C(=Cc1ccccc1)c1ccccc1 (configuration not stated) | 6.6 | -9.7 | -2.0 | -4.0 | 96.0 | 2.8 | -1.2 | 0.8 | 2.5 | 0.1
Cc1c(C(=O)OCC(=O)Nc2ccc3c(c2)OCO3)cccc1[N+](=O)[O-] | -0.7 | -15.2 | -10.6 | 2.0 | 94.0 | 3.2 | -1.7 | 2.9 | 3.9 | 0.0
CCC(=O)Nc1cccc(C2=NOC3(C2)C[C@H](C(N)=O)N(C(=O)CC#N)C3)c1 (some centres not stated) | -1.2 | -10.0 | 4.2 | 7.0 | 93.0 | -14.2 | 2.9 | -1.1 | -2.9 | -0.1
C(=C\c1ccccc1)/C=N/Nc1nc2ccccc2s1 | -1.7 | -3.9 | -6.6 | -1.0 | 102.0 | 24.2 | -7.0 | -5.1 | -2.6 | -0.1
Cc1ccc(NC(=O)CSCC(=O)N(C)CCOc2ccc(Cl)cc2)cc1 | -0.5 | -6.6 | 4.8 | 0.2 | 90.0 | -12.6 | -1.0 | -0.3 | 0.0 | 0.1
Cc1ccc(CNC(=O)c2ccc(CNS(=O)(=O)c3ccc4c(c3)C(C)(C)C(=O)N4C)cc2)o1 | -1.1 | -4.8 | -2.2 | -3.0 | 87.0 | -1.6 | 10.6 | -3.1 | -5.4 | 0.0
COc1ccc(OC)c(CN(CCCN2CCOCC2)C(=O)Nc2ccccc2)c1 | 1.3 | -3.4 | -5.7 | -2.8 | 101.0 | -6.5 | 2.5 | -0.3 | -1.7 | 0.0
COc1ccc(-c2cc(=O)oc3cc(OCC(=O)NCCN4CCOCC4)ccc23)cc1 | 0.7 | -2.1 | -1.5 | -1.0 | 102.0 | 3.7 | -5.7 | 2.5 | -3.3 | 0.8
CN(C)Cc1ccccc1Sc1ccc2c(c1)CCCC2 | -0.6 | -4.4 | 11.4 | -10.2 | 98.0 | -3.2 | -2.2 | -0.2 | -1.3 | 0.1
S=C(Nc1ccc2[nH]ccc2c1)NC1CCCCC1 | -0.2 | -15.7 | 0.4 | -4.5 | 96.0 | -1.9 | -5.7 | 2.7 | -1.7 | 0.2
O=C(O)c1ccc(NC(=O)c2cc3ccccc3o2)cc1 | -0.7 | -2.0 | -40.3 | -5.2 | 101.0 | 0.5 | -12.3 | 3.4 | -0.1 | 0.0
CC1(C(=O)NCc2ccccc2)CN(S(C)(=O)=O)CC(=O)N1CCc1c[nH]c2ccccc12 (configuration not stated) | . | -9.8 | . | -5.0 | . | . | . | . | -3.4 | -0.2
Cn1c(-[n+]2c(-c3ccccc3)cc(-c3ccccc3)cc2-c2ccccc2)nc2c([N+](=O)[O-])cccc21 | -0.9 | -4.8 | -16.9 | -2.6 | 98.0 | 12.5 | -0.8 | -2.0 | 1.1 | 0.0
CC(C)(C)c1ccccc1OCC(=O)NCCCn1ccnc1 | -0.1 | -4.0 | -3.5 | -5.4 | 176.0 | -4.1 | -1.4 | -2.2 | -12.5 | 0.1
CSCC[C@H](NC(=O)c1ccco1)c1nnc2ccccn12 | 0.0 | -6.9 | -11.9 | -3.7 | 104.0 | -3.7 | 2.4 | -0.2 | -0.3 | -0.5
O=C(NCC1CCCO1)c1ccc(NS(=O)(=O)c2cccs2)cc1 (configuration not stated) | -0.6 | -5.7 | 13.5 | 5.3 | 102.0 | . | 11.3 | -1.0 | -0.3 | 0.1
CCCCNS(=O)(=O)c1ccc2nc(SCC(=O)c3ccccc3OC)[nH]c2c1 | 1.9 | -6.5 | -7.4 | -5.1 | 93.0 | -8.9 | -5.5 | -3.5 | -1.6 | 0.1
COCCc1nc2ccc(C(=O)N(C)Cc3cccc(-n4cccn4)c3)cc2o1 | -0.5 | -5.1 | -4.2 | 8.2 | 117.0 | 1.5 | -1.8 | -2.1 | -0.1 | 0.1
CC(=O)C(Sc1ccc2nnc(-c3ccc(F)cc3)n2n1)C(C)=O | 1.3 | -6.9 | 7.9 | -0.7 | 75.0 | -0.7 | -9.2 | -1.9 | 0.9 | 0.6
CCN=C1SC(C(=O)Nc2ccc(OCC)cc2)CC(=O)N1CC (configuration not stated) | 0.2 | -4.5 | 5.3 | -1.3 | 105.0 | -12.5 | 3.4 | 0.3 | -0.3 | 0.4
